# RPL19A TOR yeast: modulators of TOR pathway RPL19A-GFP in S. cerevisiae | S. cerevisiae RPL19A-GFP strain, flow cytometry, 3 h; stronger effect = lower value | percent response vs DMSO, % at 10 µM | hit rate 0.3% among 330,000;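 active = percent response vs DMSO below 50%; inconclusive = fewer than 70 events counted for the yeast strain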;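 note: median channel GFP fluorescence of the barcoded RPL19A-GFP strain; ratio of sample median GFP to plate DMSO average so 100% = DMSO; lower means less RPL19A-GFP as with rapamycin TOR inhibition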
# CR mimetic SO: caloric restriction mimetics inhibiting age-related superoxide in yeast. S. cerevisiae aged cells, superoxide DHE fluorescence; stronger effect = lower value. superoxide response (% of plate mean), % at 10 µM. hit rate 0.18% among 330,000. AID 2690;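 active = superoxide response under a set limit, about three screen SD below normal, cut at about 65% in these data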;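 note: yeast aged for seven days with compound at 30 °C before DHE staining; 100% = average MFI of all compound-treated wells on the plate with controls excluded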
# CIT2 TOR yeast: alters CIT2-GFP fluorescence in TOR pathway yeast screen; S. cerevisiae CIT2-GFP strain, flow cytometry, 3 h; 100 means same as DMSO wells; GFP response vs DMSO, % at 10 µM; hit rate 0.065% among 320,000;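 active = GFP response relative to DMSO above a set limit, near the screen mean plus 3 SD, cut at about 150% in these data; inconclusive = Fewer than 70 cells measured for a yeast strain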;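 note: ratio of well median GFP fluorescence to mean of DMSO wells on the plate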
# AGP1-GFP MLPCN: modulators of TOR pathway AGP1-GFP in S. cerevisiae. S. cerevisiae AGP1-GFP multiplex flow cytometry, 3 h; GFP as percent of DMSO wells. hit rate 0.02% among 320,000. GFP response vs DMSO, % at 10 µM. AID 2066;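 active = GFP response relative to DMSO above a set limit, near screen average plus 3 SD, cut at about 150% in these data; inconclusive = fewer than 70 cells counted for the yeast strain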;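 note: median GFP channel fluorescence of the gated AGP1 strain per well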
# GRK2 aptamer HTS: inhibitors of human GRK2 displacing RNA aptamer; hit rate 0.59% among 330,000; P25098; bead flow cytometry, FAM-aptamer displacement from GRK2; inhibition of aptamer binding, % at 10 µM;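 active = inhibition of aptamer binding above 40%, roughly 3 SD of noise, on plates passing a quality check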;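 note: median bead fluorescence of bound FAM aptamer so fluorescent compounds give negative values; no value below 0 was filed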
# MEP2 TOR yeast: alters MEP2-GFP fluorescence in TOR pathway yeast screen; S. cerevisiae MEP2-GFP strain, flow cytometry GFP, 3 h; 100% = DMSO control level; hit rate 0.51% among 330,000; GFP response vs DMSO, % at 10 µM;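 active = GFP response versus DMSO above a set limit, roughly screen mean plus 3 SD, cut at about 180% in these data; inconclusive = fewer than 70 cells counted for a yeast strain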;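 note: median GFP fluorescence of the barcode-gated MEP2-GFP cells per well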
# LAP4 TOR yeast: alters LAP4-GFP fluorescence in TOR pathway yeast screen | AID 2023 | hit rate 0.34% among 320,000 | S. cerevisiae LAP4-GFP multiplex, flow cytometry GFP, 3 h; median GFP as percent of DMSO wells | GFP response vs DMSO, % at 10 µM;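 active = GFP response vs DMSO above a set limit, about the screen mean plus 3 SD, cut at about 150% in these data; inconclusive = under 70 cell events counted for the yeast strain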
# VLA-4 inh: inhibition in a human VLA-4 binding assay; inhibition, % (about 7 µM as worked out from the volumes in the protocol); P13612; AID 2557; VLA-4 expressing cells, ligand binding flow cytometry; hit rate 0.2% among 330,000; in the data active = inhibition above about 50%
# Target sequence (P13612 whole entry, looked up): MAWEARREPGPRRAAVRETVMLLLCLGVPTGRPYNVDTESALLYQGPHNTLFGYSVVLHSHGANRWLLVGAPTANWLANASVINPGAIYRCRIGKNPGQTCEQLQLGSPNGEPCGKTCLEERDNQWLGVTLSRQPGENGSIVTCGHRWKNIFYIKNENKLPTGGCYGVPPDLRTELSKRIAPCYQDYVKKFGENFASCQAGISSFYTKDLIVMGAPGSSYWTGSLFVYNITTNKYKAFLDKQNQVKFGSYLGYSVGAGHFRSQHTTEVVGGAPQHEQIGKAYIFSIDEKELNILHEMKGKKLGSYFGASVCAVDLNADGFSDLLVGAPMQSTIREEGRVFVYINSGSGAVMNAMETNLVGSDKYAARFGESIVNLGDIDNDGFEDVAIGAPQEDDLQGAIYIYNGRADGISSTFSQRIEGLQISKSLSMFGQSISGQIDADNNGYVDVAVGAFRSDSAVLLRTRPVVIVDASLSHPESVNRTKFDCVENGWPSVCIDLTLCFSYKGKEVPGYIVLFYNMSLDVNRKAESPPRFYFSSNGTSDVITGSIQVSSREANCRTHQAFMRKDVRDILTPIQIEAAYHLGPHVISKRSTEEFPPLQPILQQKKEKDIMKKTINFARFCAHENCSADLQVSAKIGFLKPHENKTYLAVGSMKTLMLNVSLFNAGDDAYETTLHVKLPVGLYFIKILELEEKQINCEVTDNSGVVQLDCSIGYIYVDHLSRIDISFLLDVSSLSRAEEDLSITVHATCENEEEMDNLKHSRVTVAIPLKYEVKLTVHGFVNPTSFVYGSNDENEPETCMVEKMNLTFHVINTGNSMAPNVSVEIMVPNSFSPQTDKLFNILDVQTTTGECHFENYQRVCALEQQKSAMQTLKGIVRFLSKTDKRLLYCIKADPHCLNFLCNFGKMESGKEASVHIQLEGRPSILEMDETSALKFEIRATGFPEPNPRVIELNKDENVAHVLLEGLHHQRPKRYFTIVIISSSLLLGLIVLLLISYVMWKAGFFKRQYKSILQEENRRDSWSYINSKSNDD
# Starred values were filed as active, the others as inactive; u = inconclusive; x = no result given; [ ] = another dose, or the depositor's remark.
compound,LAP4 TOR yeast,CR mimetic SO,CIT2 TOR yeast,GRK2 aptamer HTS,AGP1-GFP MLPCN,RPL19A TOR yeast,VLA-4 inh,MEP2 TOR yeast
CCc1cc(C(=O)N=Nc2c(O)[nH]c3c(Br)cc(Br)cc23)c2ccccc2n1,100,107,104,3,105,108,-1,97
C[n+]1ccccc1/C=C/c1ccccc1Cl,100,94,105,0,107,105,-1,107
CC(=O)Cn1ncc(N2CCCCC2)c(Cl)c1=O,94,101,99,3,95,100,15,107
CC12C=CC3(O1)C(C(=O)N1CCCOC13)C2C(=O)O (stereo not drawn),102,96,102,0,94,104,12,91
COc1cc2nc(COc3ccc(C#N)cc3)n(CC#N)c(=O)c2cc1OC,99,115,101,2,102,104,0,106
Cc1ccc(S(=O)(=O)/N=S(\C)C(C)C)cc1 (stereo not drawn),100,96,89,2,97,99,18,98
COCCCNC(=S)N/N=C/c1ccc(O)cc1O,98,90,97,0,104,99,5,89
Cc1ccc2nc(Cl)c(/C=N/Nc3nc(C)cc(C)n3)c(=O)n2c1,118,97,85,3,75,107,9,140
O=C(COC(=O)c1cncc(Br)c1)NCc1ccco1,107,105,105,2,98,103,11,108
C=CCn1c(SCC(=O)N(CCOC)c2c(N)n(CC(C)C)c(=O)[nH]c2=O)nc2ccccc21,122,96,94,1,108,99,16,102
CCOC(Cn1cc(C)c(=O)[nH]c1=O)OCC,93,115,93,4,95,97,-2,97
COc1ccc(CN2CCN(c3ccc(F)cc3)CC2)c(OC)c1OC,98,107,91,0,94,98,6,100
Cc1occc1-c1nnc(SCC(=O)Nc2ccccc2N2CCCCC2)n1C,94,96,93,1,95,99,-7,101
O=C(Nc1cccc(Cl)c1)N1CCN(c2ncccn2)CC1,102,105,91,1,96,100,-23,99
Cc1ccc(-n2cc3ccc([N+](=O)[O-])cc3n2)cc1,102,90,84,0,x,89,-8,98
COc1ccc(N2CCN(CC(=O)NCc3ccccc3)CC2)cc1,85,103,90,2,95,93,38,94
CCN(CC(=O)Nc1c(F)cccc1F)C(=O)c1ccc(N2CCCC2)c([N+](=O)[O-])c1,110,116,85,2,89,92,13,89
CCOCCCNC(=O)C1CCN(S(=O)(=O)N(CC(C)C)CC(C)C)CC1,97,88,99,1,98,95,6,98
COC(=O)C1=C(C)NC(=S)NC1c1ccc(OCC(=O)N2CC(C)OC(C)C2)c(OC)c1 (stereo not drawn),110,104,110,1,109,103,-3,111
COc1ccc(OCc2cc(C(=O)N3CCCN(C(C)=O)CC3)no2)c(Cl)c1,99,105,98,0,104,96,8,94
CC1(CC(=O)N/N=C/c2ccc(OCc3ccc(Cl)cc3Cl)cc2)OCCCO1,113,90,99,6,98,101,-43,109
CC(=O)c1c(C)[nH]c(C(=O)OCC(=O)Nc2c(C)cccc2C)c1C,89,114,82,0,92,92,-4,94
O=S(=O)(NCCO)c1cccc2cccnc12,99,99,114,3,104,101,-18,129
CCC(C)Nc1nc(OCC(F)(F)F)nc(OCC(F)(F)F)n1 (stereo not drawn),94,100,95,1,102,106,5,109

# Looked up by structure from above (2):
compound,LAP4 TOR yeast,CR mimetic SO,CIT2 TOR yeast,GRK2 aptamer HTS,AGP1-GFP MLPCN,RPL19A TOR yeast,VLA-4 inh,MEP2 TOR yeast
COc1ccc(N2CCN(CC(=O)NCc3ccccc3)CC2)cc1,85,103,90,2,95,93,38,94
CCOCCCNC(=O)C1CCN(S(=O)(=O)N(CC(C)C)CC(C)C)CC1,97,88,99,1,98,95,6,98

# The list goes on.
compound,LAP4 TOR yeast,CR mimetic SO,CIT2 TOR yeast,GRK2 aptamer HTS,AGP1-GFP MLPCN,RPL19A TOR yeast,VLA-4 inh,MEP2 TOR yeast
Cc1cc(C)cc(N(CC(=O)NC(C)(C)C)C(=O)CNC(=O)c2cccs2)c1,101,95,107,1,108,100,-5,107
Cc1ccc(S(=O)(=O)NCCNc2ccc(Br)c(C)c2)cc1,106,105,97,1,100,99,-9,103
Cc1ccn2cc(-c3cccc(NC(=O)c4ccccc4)c3)nc2c1,93,113,100,0,100,105,1,101
COC(=O)c1ccc(Cl)c(NC(=O)NC23CC4CC(CC(C4)C2)C3)c1,103,99,110,0,105,104,7,104
COc1ccccc1Nc1nc(N)nc(CSc2nncn2C)n1,93,92,112,1,101,102,0,94
Cn1c(=O)c2cc(NC(=O)c3ccccc3Cl)c(=O)oc2n(C)c1=O,124,89,81,0,87,89,10,95
CCOc1ccc(N/C(=C(/C(Cl)=C(Cl)Cl)[N+](=O)[O-])n2cncn2)cc1,113,116,99,0,98,100,-91,108
CC1CCN(S(=O)(=O)c2ccc(NC(=O)CN3CCCC3)cc2)CC1,87,93,100,0,92,95,11,95
CN(C)c1ccc(/C=N/NC(=O)c2ccc3nc[nH]c3c2)cc1,106,99,94,2,104,98,12,102
COC(=O)c1ccccc1NC(=O)CN1C(=O)c2ccccc2S1(=O)=O,111,104,109,0,105,103,-10,104
CSCC[C@H](NC(=O)OCc1ccccc1)C(=O)O,102,106,107,2,105,98,3,101
CC(C)c1cccc(C(C)C)c1NC(=O)CCN1C(=O)NC2(CCCC2)C1=O,86,126,86,2,88,92,-6,90

# Just AGP1-GFP MLPCN and CR mimetic SO (5 entries from above):
SMILES	AGP1-GFP MLPCN	CR mimetic SO
Cc1ccn2cc(-c3cccc(NC(=O)c4ccccc4)c3)nc2c1	100	113
COC(=O)c1ccc(Cl)c(NC(=O)NC23CC4CC(CC(C4)C2)C3)c1	105	99
COc1ccccc1Nc1nc(N)nc(CSc2nncn2C)n1	101	92
Cn1c(=O)c2cc(NC(=O)c3ccccc3Cl)c(=O)oc2n(C)c1=O	87	89
CCOc1ccc(N/C(=C(/C(Cl)=C(Cl)Cl)[N+](=O)[O-])n2cncn2)cc1	98	116

# (list continues)
compound,LAP4 TOR yeast,CR mimetic SO,CIT2 TOR yeast,GRK2 aptamer HTS,AGP1-GFP MLPCN,RPL19A TOR yeast,VLA-4 inh,MEP2 TOR yeast
O=C(CCN1CCc2ccccc2C1)Nc1ccccc1,92,102,102,0,101,102,0,105
CCOC(=O)c1sc(SC)nc1N,104,97,93,2,90,94,-2,97
CCOC(=O)CN(C(=O)CSc1nnc(CNc2ccc(C)cc2C)o1)c1ccccc1,86,93,92,0,89,86,-2,91
Cc1ccc(C(=O)NCCNC(=O)c2cccnc2)cc1,85,91,91,3,86,94,12,96
O=C(COc1cccc2ccccc12)NNC(=O)CSCCO,89,106,91,3,93,94,13,89
O=C(NCCCN1CCOCC1)c1ccc2c(=O)n(-c3ccc(F)c(Cl)c3)c(=S)[nH]c2c1,104,94,99,1,100,102,4,103
O=C(Nc1ccccc1)C1=C[C@H](c2ccccc2)C[C@H](OCc2ccc(CO)cc2)O1,116,97,85,1,85,94,-7,97
Oc1c(Cl)cc(Cl)c(Cl)c1Cc1c(O)c(Cl)cc(Cl)c1Cl,174*,91,67,1,56,83,4,89
Cc1ccc(NC(=O)c2cccnc2)cc1S(=O)(=O)N1CCOCC1,110,100,106,0,109,98,10,100
CN1C(=O)c2cccc(NC(=O)CCc3ccccc3)c2C1=O,116,93,84,1,92,93,33,93
S=C(Nc1ccc(Cl)c(Cl)c1)N1CCCC1,108,87,95,0,100,104,8,107
COc1ccccc1C(=O)NCCc1nc2ccccc2n1C,103,101,94,3,102,101,-3,104
O=C(NN1CCN(Cc2ccccc2)CC1)c1ccc(Cl)cc1,81,93,85,1,91,97,15,86
Cc1ccc(S(=O)(=O)Cn2nnnc2C(CC(C)C)N2CCC(C(N)=O)CC2)cc1 (stereo not drawn),94,96,105,2,98,107,-5,99
COc1ccc2[nH]c(C)c(CCNC(=S)Nc3cccc(C)c3)c2c1,92,106,82,0,100,99,38,90
COC(=O)c1sc2nc(SCc3cccc(F)c3)n(N)c(=O)c2c1C,93,127,104,0,99,103,8,101
CC(C)N=C(N)N=C(N)Nc1ccc(Cl)cc1,119,86,127,0,99,113,-10,106
CC(C)CNC(=O)COC(=O)/C=C/c1ccccc1[N+](=O)[O-],105,94,97,0,101,96,11,100
C=CCNC(=O)c1cc2sccc2n1C,109,97,99,0,104,99,5,97
CCCCc1c(C)[nH]c(C(=O)OCC)c1C,111,96,94,0,98,98,21,92
Cc1ccccc1-n1c(SCc2c(C)noc2C)nnc1-c1c[nH]c2ccccc12,104,109,98,4,93,100,0,101
O=C(Nc1cccn(Cc2c(Cl)cccc2Cl)c1=O)c1c(Cl)cccc1Cl,91,90,98,0,97,97,-7,91
O=C(/C=C/c1ccccc1[N+](=O)[O-])Oc1ccccc1,110,106,100,8,91,101,-5,100
NC(=O)c1ccsc1NC(=O)c1ccc(N2CCCC2=O)cc1,98,132,92,2,96,94,-6,88

# Compound profiles, from the list above.
# Record of `O=C(/C=C/c1ccccc1[N+](=O)[O-])Oc1ccccc1` = LAP4 TOR yeast = 110; CR mimetic SO = 106; CIT2 TOR yeast = 100; GRK2 aptamer HTS = 8; AGP1-GFP MLPCN = 91; RPL19A TOR yeast = 101; VLA-4 inh = -5; MEP2 TOR yeast = 100
# Record of `CC(C)N=C(N)N=C(N)Nc1ccc(Cl)cc1` = LAP4 TOR yeast = 119; CR mimetic SO = 86; CIT2 TOR yeast = 127; GRK2 aptamer HTS = 0; AGP1-GFP MLPCN = 99; RPL19A TOR yeast = 113; VLA-4 inh = -10; MEP2 TOR yeast = 106
# Record of `O=C(Nc1cccn(Cc2c(Cl)cccc2Cl)c1=O)c1c(Cl)cccc1Cl` = LAP4 TOR yeast = 91; CR mimetic SO = 90; CIT2 TOR yeast = 98; GRK2 aptamer HTS = 0; AGP1-GFP MLPCN = 97; RPL19A TOR yeast = 97; VLA-4 inh = -7; MEP2 TOR yeast = 91

# More results.
compound,LAP4 TOR yeast,CR mimetic SO,CIT2 TOR yeast,GRK2 aptamer HTS,AGP1-GFP MLPCN,RPL19A TOR yeast,VLA-4 inh,MEP2 TOR yeast
CCOc1nc(-c2ccccc2)ccc1-c1noc(-c2ccncc2)n1,97,83,92,3,97,98,2,104
CCOC(=O)/C(C#N)=C1/C=Nc2ccccc2N1,98,126,106,2,94,105,8,104
Cc1ccc(Cl)c(NC(=O)COC(=O)c2nn(-c3ccccc3)cc2O)c1Cl,92,129,94,10,99,103,4,104
O=C(NCc1ccccc1)C(=O)NCC1OCCN1C(=O)c1ccc(Cl)cc1 (stereo not drawn),109,75,95,2,102,96,6,96
CCOC(=O)c1cn[nH]c1N,104,92,111,1,111,105,1,108
COc1ccccc1N=c1oc2cc(O)ccc2cc1C(N)=O,94[may fluoresce violet],101,u,3,u,15*[may fluoresce violet],-26,298*[may fluoresce violet]
O=S(=O)(c1cccc(NC(=S)N2CCN(c3ccc(F)cc3)CC2)c1)C(F)F,92,107,115,0,115,119,-1,119
O=C(c1ccc(S(=O)(=O)Cc2cc(F)ccc2F)c([N+](=O)[O-])c1)N1CCCC1,113,110,103,1,103,98,10,95
COc1ccc(Cl)cc1NC(=S)N(CCCN1CCOCC1)Cc1cn(C)c2ccccc12,86,96,115,0,98,103,17,83
CS(=O)(=O)N(CC(=O)N1CCN(Cc2ccccc2)CC1)c1ccc2c(c1)OCCO2,107,97,107,1,x,102,0,102
COc1ccccc1N(C)S(=O)(=O)c1ccc(Cl)c(C(=O)OCc2c(C)noc2C)c1,105,113,88,0,97,89,0,99
CCn1c(SCC(=O)NCCOc2ccccc2)nc2ccccc2c1=O,91,112,82,0,86,86,-2,93
C[C@@H](C(=O)NCCc1ccccc1)N1C(=O)N2CCc3c([nH]c4ccccc34)[C@@]2(C)C1=O,104,103,97,0,100,96,27,105

# Screens as filed in PubChem.

# Not a hit list (roughly 1.7% active in at least one column).
